High-throughput results from PubChem BioAssay.
FadD28 FP inh = inhibitors of FadD28 bisubstrate probe binding, primary screen, biochemical, fluorescence polarization, single point; Mycobacterium tuberculosis FadD28 fatty-acid-AMP ligase; inhibition, % at 12.5 µM; 360,000 compounds, 0.22% hits; in the data active means inhibition above about 8.5%, passing the limit was not always enough; inconclusive means no clear call, values can overlap the other calls
MazEF act = activators of E. coli MazEF toxin-antitoxin RNase, primary screen, biochemical, fluorescence, uHTS. FAM/BHQ RNA-DNA oligo cleavage fluorescence, 5 h. activation, % at 20 µM. 350,000 compounds, 0.32% hits; in the data active means activation above about 50%
Target sequence (P0AE70 whole entry, looked up): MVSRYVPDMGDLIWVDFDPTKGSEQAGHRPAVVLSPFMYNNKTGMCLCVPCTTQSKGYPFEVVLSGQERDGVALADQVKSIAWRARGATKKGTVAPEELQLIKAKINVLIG
UGM FP inh = M. tuberculosis UGM enzyme inhibitors, primary screen, biochemical, fluorescence polarization, single point; purified UGM, fluorescence polarization probe displacement; inhibition, % at 10 µM; 320,000 compounds, 0.06% hits; AID 504406, 2011; in the data active means inhibition above about 10%, passing the limit was not always enough; inconclusive means no clear call, values can overlap the other calls
Target sequence (P9WIQ1 whole entry, looked up): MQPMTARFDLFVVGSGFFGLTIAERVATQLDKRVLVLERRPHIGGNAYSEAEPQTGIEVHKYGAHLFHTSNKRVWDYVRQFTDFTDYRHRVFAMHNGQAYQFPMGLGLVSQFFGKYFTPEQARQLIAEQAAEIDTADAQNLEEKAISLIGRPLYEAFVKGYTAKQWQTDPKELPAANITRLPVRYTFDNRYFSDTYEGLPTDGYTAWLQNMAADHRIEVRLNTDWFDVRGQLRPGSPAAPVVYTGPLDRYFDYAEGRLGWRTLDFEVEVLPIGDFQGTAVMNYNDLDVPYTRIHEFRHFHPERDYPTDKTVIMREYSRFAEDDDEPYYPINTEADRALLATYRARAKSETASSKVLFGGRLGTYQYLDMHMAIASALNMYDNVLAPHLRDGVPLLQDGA
PrPC TRFRET = inhibitors of human cell surface prion protein PrPC, primary screen, cell-based, TR-FRET | TR-FRET read-out | inhibition, % at 13.8 µM | 370,000 compounds, 0.43% hits; in the data active means inhibition above about 24%; further: 0% = median of the test wells and 100% = reference compound wells
Rv3671c inh = Rv3671c serine protease inhibitors, primary screen, biochemical, fluorescence polarization, M. tuberculosis H37Rv | AID 2606, 2010 | P9WHR9 | inhibition, % at 5.96 µM | 320,000 compounds, 0.048% hits; in the data active means inhibition above about 38%;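 further: extracellular domain of Rv3671c used as enzyme; 0% = enzyme with DMSO and 100% = no enzyme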
GDH-TPI inh = GDH-TPI coupling enzyme inhibitors, primary screen, artefact control for M. tuberculosis FBA inhibitor project, biochemical, absorbance, full deck; GDH-TPI coupled enzyme counterscreen, NADH absorbance; inhibition, % at 4.8 µM; 360,000 compounds, 1.2% hits; in the data active means inhibition above about 30%;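 further: 0% = DMSO wells and 100% = wells lacking the enzyme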
Mtb FBA inh = Mtb FBA enzyme inhibitors, primary screen, biochemical, fluorescence, strain H37Rv. purified M. tuberculosis FBA, fluorescence read-out. inhibition, % at 1 µM. 360,000 compounds, 2.3% hits; in the data active means inhibition above about 27%;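 further: 0% = vehicle and 100% = reference inhibitor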
Target sequence (P9WQA3 whole entry, looked up): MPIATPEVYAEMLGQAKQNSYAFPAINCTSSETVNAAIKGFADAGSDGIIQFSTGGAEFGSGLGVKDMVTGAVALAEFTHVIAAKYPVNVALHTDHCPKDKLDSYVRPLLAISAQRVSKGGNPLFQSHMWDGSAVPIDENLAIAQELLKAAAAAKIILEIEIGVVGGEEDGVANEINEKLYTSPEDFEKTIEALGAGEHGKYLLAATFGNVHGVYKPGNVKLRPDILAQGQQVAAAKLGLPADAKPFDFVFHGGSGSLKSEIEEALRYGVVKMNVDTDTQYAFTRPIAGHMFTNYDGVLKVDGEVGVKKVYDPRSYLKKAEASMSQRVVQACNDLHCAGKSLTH
BioA inh = M. tuberculosis BioA enzyme inhibitors, primary screen, biochemical, plate reader, single point, HTS; 7,8-diaminopelargonic acid synthase BioA (Mycobacterium tuberculosis); purified M. tuberculosis BioA enzyme; inhibition, % at 9.99 µM; 360,000 compounds, 0.096% hits; AID 602481, 2012; in the data active means inhibition above about 40%; inconclusive means no clear call, values can overlap the other calls
BoNT F protease = BoNT/F light chain protease inhibitors, primary screen, biochemical, flow cytometry, MLPCN library | Botulinum neurotoxin type F light chain protease (Clostridium botulinum) | Multiplex microsphere protease cleavage assay | inhibition, % at 10 µM | 360,000 compounds, 0.22% hits | AID 588497, 2011; in the data active means inhibition above about 35%, passing the limit was not always enough; inconclusive means no clear call, values can overlap the other calls; further: plate controls were buffer without enzyme for full effect and enzyme alone for no effect
* hit, by the source's call; ? = inconclusive; . = no result given.

SMILES	FadD28 FP inh	MazEF act	UGM FP inh	PrPC TRFRET	Rv3671c inh	GDH-TPI inh	Mtb FBA inh	BioA inh	BoNT F protease
Cc1ccc(-c2nnc(NC(=O)c3ccco3)s2)cc1	0.3	5	-0.6	-2	-4	23	1	-3.1	-1
O=C(/C=C/c1ccc([N+](=O)[O-])cc1)/C=C/c1ccco1	?	.	1.5	-14	2	18	-3	2.1	8
NC(=O)CC(NC(=O)Cc1cccc2ccccc12)c1ccc(N2CCc3ccccc3C2)c([N+](=O)[O-])c1 (stereo unspecified)	-0.8	-4	-0.5	-16	-9	7	1	0.3	-9
Cc1ccc(C)c(Oc2ccc(S(=O)(=O)N3CCN(C)CC3)cn2)c1	-4.5	10	-0.3	-7	8	5	-2	0.0	.
COc1ccc(CCNS(=O)(=O)c2cc3c4c(c2)CCN4C(=O)CC3)cc1	0.5	7	1.6	-5	0	-4	0	.	-2
Cc1ccc(COC(=O)CCCN=C2NS(=O)(=O)c3ccccc32)cc1	0.2	3	0.2	2	-6	8	-1	.	-15
CC(C)Oc1ccc(NC(=O)CCC(=O)O)cc1	0.1	2	1.6	-5	7	14	-2	-5.5	0
CO/N=C/C(NC(=O)c1ccc(C(F)(F)F)cc1)C(=O)OC (stereo unspecified)	0.1	3	-0.6	4	-6	-3	3	.	-2
COc1cccc(NC(=O)CN2C(=O)NC(Cc3c[nH]c4ccccc34)C2=O)c1 (stereo unspecified)	2.6	10	-1.4	-4	-2	12	5	1.6	2
Cc1ccc2nc(-c3cccc(NC(=O)c4ccco4)c3)[nH]c2c1	-18	3	0.9	-2	-48	8	2	10	-12
CCn1cc(SCC(=O)N2CCOCC2)c2ccccc21	-0.5	4	1.7	1	7	5	6	-0.9	-4
COC(=O)C(NS(=O)(=O)c1ccc(C)cc1)c1ccccc1 (stereo unspecified)	0.3	-4	1.0	2	8	6	2	.	2
Cn1c(=O)n(C)c2cc(NS(=O)(=O)c3ccccc3)ccc21	0.7	3	-3.0	.	-7	4	0	0.2	1
CCOc1ccc(/C=C(\C)C(=O)c2c(C)cc(C)[nH]c2=O)cc1	-0.7	8	1.9	-3	-1	46*	-3	-0.9	13
COc1ccc2[nH]c3c(c2c1)CCN1C(=O)C(CC(=O)NCCC2=CCCCC2)C[C@H](C(=O)N2CCCCC2)[C@@]31CCc1ccccc1 (stereo partly specified)	-3.1	2	.	-1	.	-1	1	-0.3	-4
COc1ccc(NC2CC(=O)N(C(C)C)C2=O)cc1 (stereo unspecified)	2.9	1	-1.1	-4	3	16	-1	-1.2	-5
CC(C(=O)Nc1sc2c(c1C#N)CCCCC2)N1C(=O)c2ccccc2C1=O (stereo unspecified)	-2.5	-1	.	1	-6	3	-2	-0.1	-2
O=C(CSCc1ccc(Cl)cc1)Nc1cccc(C(=O)Nc2ccccc2C(=O)O)c1	-25	-2	-0.7	-8	-26	6	3	-1.9	2
CC(C)c1ccc(/C=C/C(=O)N2CCOCC2)cc1	-2.6	4	0.2	5	.	2	-3	1.7	-9
COc1ccccc1CCNC(=O)C(=O)NCC1OCCN1S(=O)(=O)c1cccs1 (stereo unspecified)	-3.3	-4	0.1	-2	2	10	-2	-0.8	3
CCN(CC)C(=S)SCC(=O)c1ccccc1	-5.0	2	2.3	-3	-7	4	2	1.0	5
O=C(c1noc2c1CCc1ccccc1-2)N1CCOCC1	-0.7	-1	-2.1	5	5	3	3	1.7	-8
CCOc1ccc(S(=O)(=O)N2CCN(C)CC2)cc1NC(=O)c1ccccc1F	0.0	-34	-0.3	-2	-6	3	7	-4.0	8
COCCNC(=O)CCc1nnc(Cc2ccc(-c3ccccc3)cc2)o1	-4.1	-1	0.8	-1	6	-11	2	.	-2
Cc1occc1-c1nnc(SCCCC(=O)c2ccc(F)cc2)n1C	-0.7	-1	1.9	-4	0	3	2	1.7	5
O=C(CCNC(=O)c1ccccc1Cl)Nc1ccc(S(=O)(=O)Nc2ncccn2)cc1	1.4	2	-0.5	-5	6	15	-1	.	-3
COc1ccccc1N1CCN(C(=O)C2CCN(S(=O)(=O)N3CCOCC3)CC2)CC1	-3.3	9	.	-5	.	0	-1	1.8	-3
NS(=O)(=O)c1ccc(NC(=O)COC(=O)c2ncc(Cl)c(Cl)c2Cl)cc1	0.6	2	2.3	-1	0	-3	-2	.	3
CC(C)(CCO)NC(=S)NC1CC2C=CC1C2 (stereo unspecified)	-3.2	1	0.9	4	3	4	1	.	-9
C=CCNC(=O)CC(C)C(CCCCC)C(=O)O (stereo unspecified)	-2.8	-4	2.2	2	6	0	0	-1.7	1
O=C(NC1CC1)C1=C[C@@H](C2CCCCC2)C[C@@H](OCCCCO)O1	-1.4	7	-0.2	-5	6	9	3	0.1	-4
CC1=NN(c2ccccc2)C(=O)/C1=C/c1c(O)n(-c2ccc(F)cc2)[nH]c1=O	19*	-3	4.1	-10	20	29	-13	0.3	8
Nc1nnc(SCCCC(=O)c2ccc(F)cc2)s1	2.7	1	0.1	5	-6	-2	-2	.	-1
Cc1ccc(C(=O)NCCN2C3=NC[C@H](Cc4ccc(O)cc4)N3C[C@H]2Cc2ccc(O)cc2)cc1Br	-11	-23	2.4	4	2	-7	0	4.2	-28
COc1ccc(C2(O)CC3CCC(C2)N3c2cc(C)nc(-c3ccccc3)n2)cc1 (stereo unspecified)	-1.1	-10	1.1	2	-2	8	-1	-2.0	-5
O=c1c2ccccc2c(C=Nc2ccccc2O)c(O)n1-c1nccs1	-0.9	278*	0.0	-8	-7	18	-10	.	0
CC1CN(CCOc2ccc(Cl)c(Cl)c2)CC(C)O1 (stereo unspecified)	-0.4	-4	1.5	6	-2	-9	1	0.7	-3
CCCCS(=O)(=O)Nc1ccc2c(c1)ncn2C1CCCCC1	0.1	-8	-0.9	5	-1	-4	3	-2.7	3
CCOC(=O)N1CCN(C(=O)/C=C/c2ccc(OC)c(OC)c2)CC1	0.2	8	-0.3	-6	1	12	4	-0.6	8
O=C(N/N=C\c1ccc(Cl)cc1)c1sccc1-n1cccc1	-0.3	3	-1.5	-5	-5	27	-1	-6.8	-27
CC(C)N(Cc1cc2ccccc2[nH]c1=O)C(=O)c1cccnc1	-2.9	-2	0.5	-3	-7	-1	3	.	-4
CN(C)c1ccc(/C=C2\SC(N3CCCCC3)=NC2=O)cc1	0.1	38	-0.2	1	-2	0	-12	-6.5	?
Cc1c(Cl)cccc1NC(=S)NCCc1ccc(F)cc1	-2.2	-7	-1.7	3	-2	11	5	1.9	15
CCN1CCc2c(sc(NC(=O)C3COc4ccccc4O3)c2C(N)=O)C1 (stereo unspecified)	-3.5	10	2.9	-6	-3	5	-1	-3.0	-10
CC(C)CCn1c(NCCc2ccccc2)nc2c1c(=O)n(C)c(=O)n2C	-0.9	13	2.9	5	0	7	-1	1.8	1

Compound profiles, from the list above:
CC(C)N(Cc1cc2ccccc2[nH]c1=O)C(=O)c1cccnc1 is listed with FadD28 FP inh = -2.9; MazEF act = -2; UGM FP inh = 0.5; PrPC TRFRET = -3; Rv3671c inh = -7; GDH-TPI inh = -1; Mtb FBA inh = 3; BioA inh = .; BoNT F protease = -4
CC1=NN(c2ccccc2)C(=O)/C1=C/c1c(O)n(-c2ccc(F)cc2)[nH]c1=O is listed with FadD28 FP inh = 19*; MazEF act = -3; UGM FP inh = 4.1; PrPC TRFRET = -10; Rv3671c inh = 20; GDH-TPI inh = 29; Mtb FBA inh = -13; BioA inh = 0.3; BoNT F protease = 8

Carrying on.
SMILES	FadD28 FP inh	MazEF act	UGM FP inh	PrPC TRFRET	Rv3671c inh	GDH-TPI inh	Mtb FBA inh	BioA inh	BoNT F protease
Cc1ccccc1CN1CCC(n2nccc2NC(=O)c2ccc3c(c2)OCO3)CC1	-1.2	-4	-0.8	-5	-5	4	-3	0.5	4
Nc1ccccc1C(=O)NCc1ccccc1	-3.2	3	4.4	2	9	-5	44*	-1.5	-5
COC(=O)C1=C(C)N(Cc2ccc(C)cc2)C(=O)/C1=C\c1cc(OC)c(OC)c(OC)c1	-1.2	-13	-2.8	-1	8	8	-4	.	-5
COc1cc(/C=N/NC(=O)c2cccc([N+](=O)[O-])c2)ccc1O	0.4	6	-2.6	-8	3	16	-2	.	-4
CCCCn1c(C)c(C(=O)OCC)c2c(CN3CCOCC3)c(O)ccc21	-2.9	-2	1.1	-3	8	-10	-4	-1.4	-1
CSc1ccc(CCNC(=O)CN2C(=O)c3cccnc3Oc3ccc(C)cc32)cc1	-0.4	-4	-1.2	7	-1	0	0	-0.7	-6
CCCCn1nc2cc(C(=O)N[C@H](C)C3CCCCC3)ccc2c1OCC	-4.1	3	1.5	9	-7	-4	53*	-0.6	-5
COC(C[C@H](O)C[C@H](O)COCc1ccccc1)OC	-0.4	3	.	3	.	4	2	-2.2	-7
CCN1CCN(c2ccc(N3CCN(S(=O)(=O)c4cc([N+](=O)[O-])ccc4C)CC3)nn2)CC1	-0.6	7	2.4	-34	6	7	-2	0.2	.
Cn1c(O)c(C=Nc2ccc(F)cc2)c(=O)[nH]c1=O	-2.7	4	-0.3	1	1	23	-3	-3.1	-9
O=C(CCNC(=O)c1ccco1)NCc1ccccc1	-0.7	-4	-1.1	1	5	6	2	-1.0	3
Cc1cccc(N(C(=O)CCC(=O)Nc2cccnc2)C(C(=O)NC2CCCC2)c2ccncc2)c1 (stereo unspecified)	-2.7	7	-1.2	-2	3	5	1	1.1	?
O=C(O)c1ccc(S(=O)(=O)c2ccc3c(c2)C(=O)N(NC(=O)c2ccc(O)cc2)C3=O)cc1	-3.9	15	-1.6	15	-2	1	1	.	-4
CC(C)(C)c1cc(C(=O)NCc2cccnc2)ccn1	-2.6	3	0.6	0	1	21	-4	1.3	4
CC(=O)c1c(N)[nH]c(-c2ccccc2)nc1=S	-4.3	2	-2.2	.	-9	23	-1	-3.2	6

Just UGM FP inh, GDH-TPI inh and BioA inh, for 2 of the compounds above:
| Structure | UGM FP inh | GDH-TPI inh | BioA inh |
| --- | --- | --- | --- |
| CCCCn1nc2cc(C(=O)N[C@H](C)C3CCCCC3)ccc2c1OCC | 1.5 | -4 | -0.6 |
| COC(C[C@H](O)C[C@H](O)COCc1ccccc1)OC | . | 4 | -2.2 |

More compounds follow.
SMILES	FadD28 FP inh	MazEF act	UGM FP inh	PrPC TRFRET	Rv3671c inh	GDH-TPI inh	Mtb FBA inh	BioA inh	BoNT F protease
CCc1nnc(NS(=O)(=O)c2ccc(NC(=O)c3ccccc3C)cc2)s1	-2.3	-6	-0.5	2	3	22	12	1.5	7
C=CCn1c(CCNC(=O)c2cccs2)nnc1SCC(=O)Nc1cccc(F)c1	-4.4	0	-2.7	4	-6	-7	2	12	14
Nc1nc(SCC(=O)Nc2ccc(Cl)cc2)[nH]c(=O)c1-c1ccccc1	-1.7	7	-2.0	5	9	-8	-2	0.5	-2
COc1ccccc1NS(=O)(=O)c1cccc(C(=O)N/N=C/c2ccc(N3CCOCC3)cc2)c1	-0.9	7	3.7	6	0	34*	1	6.6	4
CN(c1ccccc1C(=O)Nc1ccc2c(c1)OCO2)S(C)(=O)=O	-2.4	-12	1.8	3	-2	-5	-4	-1.7	-6
O=C(CCCl)N1CCN(c2nc(-c3ccccc3)cs2)CC1	-1.4	-1	0.5	3	-2	6	1	-0.7	-12
COc1ccc(/C=C(/NC(=O)c2ccc(OC)c(OC)c2)C(=O)NCCc2c[nH]c3ccccc23)cc1	-1.2	2	0.5	-9	-8	9	0	-0.3	9
CC(=C/c1ccccc1)/C=N/NC(=O)CSc1nc(C)cc(C)n1	-0.2	-2	-2.6	-1	1	-2	0	.	1
CNC(=O)COC(=O)c1cc2c(C)nn(-c3ccc(F)cc3)c2s1	0.7	-2	1.6	12	9	6	8	-1.2	-3

Hits appear at their usual frequency. About 4.8% of those tested had a hit in this group.
